K1F lysis inhibition: inhibition of K1F phage lysis, E. coli UTI89, bacterial capsule biogenesis inhibitors, alamar blue (AID 488966). E. coli UTI89 K1F phage lysis, alamar blue, 2 h; higher % means a stronger effect. inhibition, % at 100 µM; hits with a dose series show IC50 in µM. actives 0.02% (n = 340,000);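 active means phage lysis inhibition, versus mean bacterial control, above a set limit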;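 further: capsule biogenesis inhibitors block K1F phage lysis so surviving cells raise fluorescence; higher fluorescence means more inhibition of phage lysis; actives were called in the ten point dose series up to 300 µM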
* hit, by the source's call; i = inactive; [ ] = another dose, or the depositor's remark. An excerpt; rates above refer to the full screens.

SMILES	K1F lysis inhibition
COc1ccccc1NS(=O)(=O)c1cc(NC(=O)CCNC(C)=O)ccc1N1CCCCC1	-0.7%[50 µM]
COc1ccc2cc(CNCCOCCOCCNCc3ccc4cc(OC)ccc4c3)ccc2c1	i
O=C(CCN=C1NS(=O)(=O)c2ccccc21)OCC(=O)c1ccc(F)cc1	0.7%[50 µM]
Cc1cccc(N2CCN(C(=O)CNC(=O)C3CCCCC3)CC2)c1C	1.5%[50 µM]
COc1ccc(OC)c(NC(=O)CSc2nnc(C3CCCCC3)n2N)c1	1.0%[50 µM]
CCCNC(=O)c1ccccc1NC(=O)COc1cccc2c1OC(C)(C)C2	1.7%[50 µM]
CS(=O)(=O)N1CCCC(C(=O)Nc2ccc(F)c(F)c2)C1 (stereo not given)	-0.2%
COc1cc(Br)cc2cc(C(=O)OC3CCN(C)CC3)c(=O)oc12	0.3%
CN1CCC(N(C)S(=O)(=O)c2ccc(NC(=O)c3cccc(C#N)c3)cc2)CC1	0.7%[50 µM]
CCOC(=O)C1C2C=CC3(CN(c4ccccc4CC)C(=O)C13)O2 (stereo not given)	0.6%
COc1ccc(N2CCN(C(=O)C3Cc4ccccc4CN3C(=O)c3ccco3)CC2)cc1 (stereo not given)	-0.4%
CC1CCCC(C)N1C(=O)COC(=O)c1c[nH]c2ccccc12 (stereo not given)	1.1%[50 µM]
CCN(CC)C(=O)[C@H]1CC(CC(=O)NC(C)(C)C)C(=O)N2CCc3c([nH]c4ccc(OC)cc34)[C@]12C (stereo not given in full)	0.0%
C[C@H](NC(=O)c1ccc(C(C)(C)C)cc1)C(=O)N1CCOCC1	0.6%[50 µM]
CCCn1c(CCl)nc2cc(S(=O)(=O)N3CCOCC3)ccc21	3.8%
CC1CC(C)CN(C(=O)CSc2n[nH]c(N)n2)C1 (stereo not given)	0.7%[50 µM]
COc1ccc(C(=O)NCC(=O)Nc2cccc(S(=O)(=O)N3CCCC3)c2)cc1	0.9%[50 µM]
CCOC(=O)/C=C1\NC2(CCCCC2)Cc2cc(OC)c(OC)cc21	0.3%[50 µM]
CCOc1ccc(S(=O)(=O)NCCC(=O)NCC(c2ccc(F)cc2)N2CCOCC2)cc1 (stereo not given)	1.1%[50 µM]
C[C@H](CO)N1C[C@H](C)[C@@H](CN(C)C(=O)NC2CCCCC2)Oc2ccc(NS(C)(=O)=O)cc2C1=O	0.7%
CC(=O)Nc1ccc(NC(=O)C(C)OC(=O)CC2CCCC2)cc1 (stereo not given)	0.6%[50 µM]
Cc1ccc(NC(=O)CN(C)C(C)C(=O)N2CC(C)CC(C)C2)cc1 (stereo not given)	0.5%[50 µM]
CCCCn1c(N)c(N(CC(C)C)C(=O)c2ccc(C)c(S(=O)(=O)N3CCCCC3)c2)c(=O)[nH]c1=O	0.1%[50 µM]
O=C1ON=C(c2ccc(Cl)c([N+](=O)[O-])c2)/C1=C/c1cccc([N+](=O)[O-])c1O	1.0%[50 µM]
Oc1ccc2ccccc2c1CN1CCCCC1	-3.6%
Nc1cc(S(=O)(=O)N2CCOCC2)ccc1N1CCOCC1	0.5%[50 µM]
Cc1cccc(C)c1-c1ccc(CN2C(CC(C)C)C(=O)N(Cc3cn(CCO)nn3)CCS2(=O)=O)cc1 (stereo not given)	-0.2%
Cc1cc(=O)oc2cc(OCC(=O)N3c4ccccc4NC(=O)C3(C)C)ccc12	-0.6%
CC(C)(C)NC(=O)Nc1nnc(SCC(=O)NC2CCCCC2)s1	0.7%[50 µM]
COC(C/C=C\[C@@H](O)[C@@H](C)OCc1ccccc1)OC	0.4%
CCOc1ccc(CCNC(=O)COC(=O)c2ccc(S(C)(=O)=O)cc2)cc1OCC	-0.5%
CCCNC(=O)CSc1ccc(S(=O)(=O)N2CCCC2)cn1	0.3%[50 µM]
C#CCOCCOCCOCCNc1nc(N2CCN(C(=O)[C@H]([C@@H](C)O)n3cc(CCCCN)nn3)CC2)nc(N2CCN(C(=O)[C@H]([C@@H](C)CC)n3cc(CCCCN)nn3)CC2)n1	-0.1%
NC(=S)N1N=C(c2ccccc2)CC1=O	7.8%
O=C(CCc1nc2sc3c(c2c(=O)[nH]1)CCCC3)NCCOc1ccccc1	i
O=c1n(CC2CO2)c(=O)n(CC2CO2)c(=O)n1CC1CO1 (stereo not given)	4.6%
C=CC[C@@H](CC(=O)N[C@@H](CO)Cc1ccccc1)C(=O)N[C@H](COC(=O)[C@@H](CC=C)Cc1ccc(F)cc1)Cc1c[nH]c2ccccc12	0.6%
c1ccc(NC2=NCCN2CCCC2CCCC2)cc1	8.2%
O=C(COC(=O)C1CCN(c2ccc(C(F)(F)F)cn2)CC1)NCc1ccc(F)cc1	-0.4%[50 µM]
O=C(NS(=O)(=O)Nc1ccccc1)C1=C(N2CCCC2)COC1=O	0.1%
O=C(Nc1ccc(Cl)cc1)c1ccc2c(c1)S(=O)(=O)c1ccccc1C2=O	-0.1%
CC(C)(C)OC(=O)C[C@H]1C/C=C\C[C@H](CC(=O)NCCO)C(=O)N[C@@H](c2ccccc2)COC1=O	1.5%
Cc1sc(NC(=O)CS(=O)(=O)c2ccccc2)c(C#N)c1C	1.9%[50 µM]
O=C(NCCS(=O)(=O)N1CCCCCC1)c1ccccc1	-1.0%
O=C(Nc1ccc(N2CCN(C(=O)c3ccco3)CC2)cc1)c1cc(Br)ccc1Cl	1.3%[50 µM]
CCc1ccc(C(=O)NNC(=O)C2CSC3(C)CCC(=O)N23)cc1 (stereo not given)	1.4%[50 µM]
CC(OC(=O)c1ccc(NC(=O)CC#N)cc1)C(=O)NC(c1ccccc1)c1ccccc1 (stereo not given)	0.1%[50 µM]
CC1=C(C)CC2C(C1)C(=O)c1ccc(Br)cc1S2(=O)=O (stereo not given)	1.9%
COc1ccc(CNCCCNCc2ccc(OC)c(OC)c2)cc1OC	2.2%
O=C(OCC(=O)N1CCN(C(=O)c2ccco2)CC1)c1ccc(Cl)nc1	0.1%
CC(C)OCCCNc1nc2c(cnn2C)c(=O)[nH]1	-1.4%
CC(C)(C)OC(=O)N1CCC(C(=O)Nc2cccc(C(=O)NCc3ccccc3)c2)CC1	0.2%
CCCCN1CCC(=O)NC1=O	-3.4%
O=C(O)C1CC2CCC1CC2 (stereo not given)	-0.8%
CCOC(=O)Cc1csc(NC(=O)CSc2nc(=O)[nH]c3c2CCC3)n1	0.7%[50 µM]
Cc1ccc(S(=O)(=O)N2C[C@@H]3[C@H]4CC[C@H](C4)[C@@H]3[C@@H](C)[C@H]2C#N)cc1	0.1%
COc1ccc(OC)c(NC(=O)COC(=O)CCC2CCCC2)c1	-0.6%[50 µM]
CCc1ccc(NC(=O)CN(C(=O)N2CCN(CC)CC2)S(=O)(=O)c2ccc(C)cc2)cc1	0.9%[50 µM]
O=C(Nc1ccc(C(=O)N2CCN(c3ccccn3)CC2)cc1)c1ccc(Br)o1	0.8%
CC1CCCCC1NC(=O)COC(=O)c1ccc2c(=O)n3c(nc2c1)CCC3 (stereo not given)	0.1%[50 µM]
Next structures follow.
SMILES	K1F lysis inhibition
CC(=O)Nc1ccc(S(=O)(=O)NCCC(=O)OCC(=O)NCc2ccccc2)cc1	0.5%[50 µM]
COc1ccccc1N(Cc1ccccc1)S(=O)(=O)c1cccc(C(=O)NCC2CCCO2)c1 (stereo not given)	-0.4%[50 µM]
Cc1ccc(NC(=O)c2ccc(Cl)nc2)cc1S(=O)(=O)N1CCOCC1	1.4%
Cc1ccccc1C(=O)NNC(=O)c1cccn1C	0.9%[50 µM]
O=C(CN1CCCC1c1cccs1)Nc1cc(S(=O)(=O)N2CCCC2)ccc1Cl (stereo not given)	-1.9%
CN(CC(=O)Nc1ccc(N2CCOCC2)cc1)C(=O)c1ccc(CS(C)(=O)=O)cc1	-1.7%
CC(OC(=O)Cc1ccc(F)cc1)C(=O)N1CCc2ccccc21 (stereo not given)	0.3%[50 µM]
Cc1ccc(NS(=O)(=O)c2cccc(C(=O)NC3CCN(Cc4ccccc4)CC3)c2)c(C)c1	0.0%[50 µM]
O=C(COC(=O)c1ncc(Cl)c(Cl)c1Cl)NC1CCCCCC1	1.4%[50 µM]
O=C(Nc1ccc(S(=O)(=O)N2CCOCC2)cc1)c1ccc([N+](=O)[O-])s1	-0.5%[50 µM]
O=C(Nc1cccc(-c2ccc(N3CCCCC3)nn2)c1)c1ccco1	-0.1%[50 µM]
O=C1NCC(Nc2ccc(Cl)cc2)C(=O)N1 (stereo not given)	0.1%

The closing four records of the section before lead into the next:
SMILES	K1F lysis inhibition
O=C(COC(=O)c1ncc(Cl)c(Cl)c1Cl)NC1CCCCCC1	1.4%[50 µM]
O=C(Nc1ccc(S(=O)(=O)N2CCOCC2)cc1)c1ccc([N+](=O)[O-])s1	-0.5%[50 µM]
O=C(Nc1cccc(-c2ccc(N3CCCCC3)nn2)c1)c1ccco1	-0.1%[50 µM]
O=C1NCC(Nc2ccc(Cl)cc2)C(=O)N1 (stereo not given)	0.1%
CCCCCN(C(=O)CCC(=O)OCC(=O)N(CC)C1CCCCC1)c1c(N)n(CCCC)c(=O)[nH]c1=O	0.2%[50 µM]
Cc1csc(=O)n1CC(=O)Nc1nc2ccccc2s1	0.4%[50 µM]
CC(C)CC1NC(=O)N(CC(=O)Nc2cc(S(=O)(=O)N3CCOCC3)ccc2Cl)C1=O (stereo not given)	-0.6%[50 µM]
CCN(CC(=O)Nc1cc(Cl)ccc1C)C(=O)c1ccc2c(=O)n3c(nc2c1)CCC3	0.5%[50 µM]
CCc1noc(C)c1C(=O)N(CC)CC(=O)NCc1ccc(Cl)cc1	-0.2%[50 µM]
O=C(CC1SC(N2CCCC2)=NC1=O)Nc1ccc(C(=O)NCc2ccc(F)cc2)cc1 (stereo not given)	0.8%[50 µM]
CCOC(=O)c1c(NC(=O)CN2C(=O)NC3(CCCC3)C2=O)sc(C)c1CC	-0.8%[50 µM]
CCCn1c(N)c(C(=O)CSc2nnc(Cc3cccs3)n2C2CC2)c(=O)n(C)c1=O	0.3%[50 µM]
CC1=C(C)N(C)[C@H](c2ccccc2Br)[C@H](O)C1=O	1.8%
CCCCN1C=C(C(=O)c2ccccc2)C(=O)CC1	0.1%
Cc1ccccc1OCCC(=O)OCC(=O)Nc1c(F)cccc1F	2.1%[50 µM]
COc1ccccc1NC(=O)Nc1nc(CC(=O)N2CCN(c3ccccc3OC)CC2)cs1	0.5%[50 µM]

Part of the list above, as labelled records:
> CCN(CC(=O)Nc1cc(Cl)ccc1C)C(=O)c1ccc2c(=O)n3c(nc2c1)CCC3
- K1F lysis inhibition: 0.5%[50 µM]

> CCc1noc(C)c1C(=O)N(CC)CC(=O)NCc1ccc(Cl)cc1
- K1F lysis inhibition: -0.2%[50 µM]

> O=C(CC1SC(N2CCCC2)=NC1=O)Nc1ccc(C(=O)NCc2ccc(F)cc2)cc1 (stereo not given)
- K1F lysis inhibition: 0.8%[50 µM]

> CCOC(=O)c1c(NC(=O)CN2C(=O)NC3(CCCC3)C2=O)sc(C)c1CC
- K1F lysis inhibition: -0.8%[50 µM]

Continued:
SMILES	K1F lysis inhibition
CCCCn1c(N)c(N(CCOC)C(=O)c2ccc3c(c2)C(=O)N(c2ccccc2Cl)C3=O)c(=O)[nH]c1=O	-0.9%
CCCCCCCC/C=C\CCCCCCCC(=O)NCCO	-2.4%
O=C(COC(=O)c1c[nH]c2ccccc12)Nc1cccc(F)c1	1.9%[50 µM]
CCCNC(=O)C(Cc1ccccc1C)NC(=O)c1ccc(C(F)(F)F)cc1 (stereo not given)	0.4%
CCCn1c(C)nc2c(c1=O)c1nc3ccccc3nc1n2-c1ccccc1	0.1%
CCOc1ccccc1C(=O)N(Cc1ccccc1)Cc1cc2cc3c(cc2[nH]c1=O)OCCO3	0.4%[50 µM]
COc1ccc(N2CCN(C(=O)COC(=O)/C=C/c3ccc(C(F)(F)F)cc3)CC2)cc1	0.4%[50 µM]
Cc1ccccc1OCC(=O)NNC(=O)c1ccc(-n2cncn2)c([N+](=O)[O-])c1	0.8%[50 µM]
COc1ccc(Cl)cc1NC(=O)CN(C)C(=O)c1ccc2c(c1)CC(c1ccccc1)OC2=O (stereo not given)	-0.3%[50 µM]
Cc1ccc2c(C)c(C(=O)Nc3cccnc3)oc2c1C	-0.4%
O=C(CSc1nc2c(cnn2-c2cccc(Cl)c2)c(=O)[nH]1)NCC1CCCO1 (stereo not given)	0.3%[50 µM]
Cc1ccc(NC(=O)c2ccc(S(=O)(=O)N3CCCC3)cc2)nc1	1.3%[50 µM]
CCN(C(=O)COC(=O)CNC(=O)c1ccc(C)cc1)c1c(N)n(Cc2ccccc2)c(=O)[nH]c1=O	0.8%[50 µM]
Cc1c(Cl)cccc1NC(=O)COC(=O)Cc1ccsc1	0.3%[50 µM]
CC(Oc1cccc(Cl)c1)C(=O)Nc1ccc(S(=O)(=O)NC2=NCCCCC2)cc1 (stereo not given)	0.3%[50 µM]
Cc1onc(-c2ccccc2Cl)c1C(=O)Nc1cc(=O)n(C)c(=O)n1C	2.8%
O=C1C=C(c2cccc(Cl)c2O)C[C@@H](c2ccc(Cl)cc2)C1	-0.7%
COc1cc([N+](=O)[O-])ccc1NC(=O)COC(=O)c1c[nH]c(=O)[nH]c1=O	0.3%
CCS(=O)c1ccccc1C(=O)OCC(=O)N1CCC(c2ccccc2)=N1 (stereo not given)	0.9%[50 µM]
Cc1nc2ccc(Oc3ccccc3)cc2s1	0.1%
CCN1C(=O)/C(=C/c2cn(-c3ccccc3)nc2-c2cccnc2)SC1=S	-0.5%
O=C(NC(CSC(=O)c1ccccc1)C(=O)O)OCc1ccccc1 (stereo not given)	7.7%
CCNC(=O)c1cccc(NC(=O)CN2C(=O)NC3(CCCCC3)C2=O)c1	1.4%[50 µM]
Cn1c(=O)c2[nH]c(SCCN)nc2n(C)c1=S	-2.2%
COc1cccc(CN(C)C(=O)c2ccc(S(=O)(=O)Nc3ccccc3F)cc2)c1OC	1.4%[50 µM]
